# miR122 inh = inhibitors of miR-122 in Huh7 cells; Huh7 miR-122 Renilla luciferase sensor, 48 h; neutral wells = 0, positive control = 100; 340,000 tested, 0.3% active; AID 602342; activation (reporter increase), % at 12.5 µM;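 active = mean replicate activation score at least 90 and every replicate individually at or above 90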;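 also: higher luciferase means less miR-122 activity so hits act as miR-122 inhibitors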
# ERp5 inh = blocks human ERp5 reductase activity on insulin; ERp5 insulin aggregation, absorbance 650 nm, 90 min; inhibition, % at 9.99 µM; 350,000 tested, 0.05% active; AID 651711;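 active = mean replicate inhibition above about 25%, with every replicate also reaching it, limit read from the data, passing the limit was not always enough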
# Target sequence (Q15084 whole entry, looked up): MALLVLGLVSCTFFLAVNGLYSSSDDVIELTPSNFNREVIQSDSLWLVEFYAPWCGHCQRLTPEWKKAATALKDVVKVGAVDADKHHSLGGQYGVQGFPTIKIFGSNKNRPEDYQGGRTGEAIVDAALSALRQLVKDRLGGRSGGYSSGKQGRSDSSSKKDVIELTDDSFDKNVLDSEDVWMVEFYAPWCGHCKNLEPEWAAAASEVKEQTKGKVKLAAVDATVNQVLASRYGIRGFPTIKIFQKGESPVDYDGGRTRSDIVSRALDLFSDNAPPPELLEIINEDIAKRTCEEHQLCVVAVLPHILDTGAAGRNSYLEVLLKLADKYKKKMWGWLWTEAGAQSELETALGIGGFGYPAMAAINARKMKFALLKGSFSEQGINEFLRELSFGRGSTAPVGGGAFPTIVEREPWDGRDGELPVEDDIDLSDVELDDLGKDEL
# C2C12 statin = protects C2C12 myotubes from simvastatin toxicity; ATP luminescence, 48 h; scaled: DMSO 0, geranylgeraniol control 100; 330,000 tested, 0.78% active; AID 602340; rescue of ATP level, % at 7.49 µM;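 active = mean ATP rescue above about 67%, or every replicate alone reaching that limit, limit read from the data, passing the limit was not always enough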;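 also: myotubes were challenged with 10 µM simvastatin during compound exposure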
# SIRT5 block = blocks human SIRT5 desuccinylation of peptide | Purified SirT5, succinyl-peptide AMC, trypsin-coupled fluorescence | inhibition, % at 15 µM | Q9NXA8 | 330,000 tested, 1.1% active | AID 652115; in the data active = inhibition above about 15%
# Target sequence (Q9NXA8 whole entry, looked up): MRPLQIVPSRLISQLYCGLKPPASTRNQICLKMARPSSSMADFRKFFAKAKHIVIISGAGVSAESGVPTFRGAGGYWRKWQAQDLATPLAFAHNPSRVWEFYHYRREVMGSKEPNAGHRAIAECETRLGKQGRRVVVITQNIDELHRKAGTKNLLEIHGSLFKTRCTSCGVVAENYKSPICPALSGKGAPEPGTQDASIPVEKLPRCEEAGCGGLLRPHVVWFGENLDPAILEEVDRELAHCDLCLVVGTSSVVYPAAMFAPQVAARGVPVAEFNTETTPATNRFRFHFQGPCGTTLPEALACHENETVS
# esBAF inh = inhibitors of esBAF chromatin remodeling in mouse ES cells | Bmi1-luciferase knock-in reporter, 24 h; 100% = twice the neutral-well signal | reporter increase, % at 12.5 µM | 350,000 tested, 2% active; in the data active = activation above about 40%;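 also: 0% = median of the plate's neutral control wells and 100% = double that signal; a rise in the Bmi1 reporter signal indicates esBAF inhibition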
# Cneo AK release = Cryptococcus neoformans lysis via adenylate kinase release; 360,000 tested, 0.2% active; lysis activity, % at 15 µM; C. neoformans lysis, adenylate kinase release luminescence, 4 h; normalised: neutral wells 0, clomiphene wells 100;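 active = mean lysis activity across replicates of at least 80%, whatever share of replicates individually reach that level; inactive = mean lysis activity below 80%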
#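 Material – log-phase Cryptococcus neoformans yeast cells · Input – 5 × 10^6 yeast cells/mL · Medium – fresh YPD growth medium · Doses – single compound concentration per well · Timing – static 4 h at 37 °C with compound, 1 h detection · Detection – adenylate kinase release luminescence · Read-out – signal increase indicating cell lysis · Control set – Clomiphene as positive lysis control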
# ARNT-TACC3 inh = disrupts binding between human ARNT and TACC3. Q9Y6A5. AlphaScreen His-ARNT PAS-B/GST-TACC3 binding, luminescence; TACC3 fragment carries E629A point mutation. inhibition, % at 9.99 µM. 390,000 tested, 0.66% active;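 active = mean inhibition of replicates at least 50% and at least half of replicates each reaching 50%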;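 also: 0% = complete ARNT plus TACC3 wells and 100% = ARNT alone without TACC3; many hits fall short of the cut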
# Active calls of the source: *; / = no result given; & = joins results of further samples; [ ] = dose if it differs, or a comment.
SMILES,miR122 inh,ERp5 inh,C2C12 statin,SIRT5 block,esBAF inh,Cneo AK release,ARNT-TACC3 inh
O=S(=O)(Cc1ccc(Cl)cc1)Oc1ccc(Cl)cc1,2,-2,-5,-2,-3,-3,-13
COc1ccccc1CC(=O)N1CCN(c2ccccc2)CC1,0,0,0,4,-1,-3,-6
CCC(=O)c1c[nH]c(C(=O)NCCCN2CCOCC2)c1,-2,/,7,/,0,-3,1
Cc1cc(C)c2cc3c(N)c(C(=O)N4CCc5ccccc5C4)sc3nc2c1,-2,-2,-3,-1,-7,2,-2
C[C@@H]1CN([C@@H](C)CO)C(=O)c2cc(NC(=O)Nc3ccc(F)cc3)ccc2O[C@H]1CN(C)CC1CCCCC1,4[16.7 µM],0,5,4,-3,0,15
COc1ccc(NC(=O)c2noc3c2CCCCC3)cc1,0,10,12,-3,26,-4,-3
NCCCNC(=O)c1ccc(/C=N/O)nc1,-13,-9,-6,0,-7,2,78*
Cc1cc(C)cc(NC(=O)COc2coc(CN3CCc4ccccc4C3)cc2=O)c1,-4,-3,10,-5,-3,-1,2
C/C=C/c1ccc([C@@H]2[C@@H](CO)N(C(C)=O)[C@H]2CN(CC)C(=O)CN(C)C)cc1,0[16.7 µM],12,-15,-7,-2,6,4
COc1ccc(Cc2nc3ccc(C(=O)NCC4CCOCC4)cc3o2)cc1OC,0,-7,1,-4,21,2,-1
COCCNC(=O)C[C@H]1CC[C@@H]2[C@H](COC[C@@H](O)CN2C(=O)Nc2ccccc2OC)O1,-4[16.7 µM],1,47,-4,0,3,-3
CCC(=O)N1CCCCN2[C@H](CO)[C@H](c3ccc(-c4ccc(F)cc4)cc3)[C@@H]2C1,-1[16.7 µM],-1,9,4,-4,2,-4
Cc1ccccc1CC(=O)Nc1ccc(C(=O)N2CCCC2)cc1,1,0,-9,-1,16,-1,/
CCOC(=O)Cc1csc(NC(=O)CCNS(=O)(=O)c2ccc3c(c2)CCC(=O)N3)n1,-2,/,9,/,3,0,0
COc1cc(NC(=O)CN(C)Cc2cccc(F)c2)c(C)cc1[N+](=O)[O-],4,4,/,/,/,/,-19
COC(=O)C1=C(C)NC(C)=C(C(=O)OC)C1C(=O)OCC(=O)N1CCCCC1C (stereo unspecified),1,-7,3,1,-2,-1,25
CCOc1cc(NC(=O)c2ccco2)c(OCC)cc1NC(=O)CCc1ccccc1OC,0,/,-6,/,-1,0,-14
COc1cccc(-c2ccc(CN3C(C(C)C)C(=O)N(Cc4cn(CCC5OCCO5)nn4)CCS3(=O)=O)cc2)c1OC (stereo unspecified),-11,1,21,0,8,0,/
Cc1ccc(S(=O)(=O)Nc2nc(C)cc(NCCN)n2)cc1,2,-1,2,-1,4,2,7
Cc1ccc(N(CCC#N)C(=O)CCl)cc1C,-17,3,-8,-4,5,1,/
Cc1cccc(C(=O)OCC(=O)NC2CCCCCCC2)c1,2,-1,-1,6,-11,-2,-2
CCCN(CCC)c1nc2ccccc2nc1C(C#N)C(=O)OCCOC (stereo unspecified),-2,/,26,/,-7,2,7
Cc1ccc(-n2ncc3c(NCCCOC(C)C)ncnc32)c(C)c1,-1,/,3,/,-16,-3,-10
CCCN(C)C[C@H]1Oc2cc(C#Cc3cccnc3)ccc2S(=O)(=O)N([C@@H](C)CO)C[C@H]1C,-16[16.7 µM],0,-2,3,8,-1,-4
COC(=O)[C@H](CC(C)C)NC(=O)NCc1ccc(Cl)cc1,-1,3,/,3,/,2,-8
# (cont.)
SMILES,miR122 inh,ERp5 inh,C2C12 statin,SIRT5 block,esBAF inh,Cneo AK release,ARNT-TACC3 inh
CNc1snc(C)c1C(=O)OC(C)C(=O)NCc1ccccc1 (stereo unspecified),/,-1,-1,5,-3,0,-1
Cc1ccc(C)c(OCc2cc(C(=O)N3CCC(N4CCCC(O)C4)CC3)no2)c1 (stereo unspecified),8,-1,-3,-1,1,1,-6
O=S(=O)(Nc1ccc(Cc2ccncc2)cc1)c1ccc(Cl)s1,6,/,/,/,/,5,-7
COc1ccc(S(=O)(=O)Nc2ccc3c(c2)C(=O)N([C@H](C)CO)C[C@H](C)[C@@H](CN(C)C(=O)Nc2ccc4c(c2)OCO4)O3)cc1,3[16.7 µM],-9,3,-4,5&-5,-2,-6
COc1ccc([C@@H]2[C@@H]3C(=O)N(C(C)(C)C)C(=O)[C@@H]3[C@]3(Cc4ccccc4)C(=O)N(c4ccccc4)C(=O)N23)cc1,/,0,-1,-3,16,-1,0
CO[C@H]1CN(C)C(=O)c2ccc(NC(=O)C3CC3)cc2OC[C@@H](C)N(CC2CC2)C[C@@H]1C,/,6,-35,/,1,-1,7
Cc1ccc(CNC(=O)CNS(=O)(=O)c2ccc3nc(C)sc3c2)cc1,/,-2,/,4,/,/,-5
O=P(CO)(Cc1ccccc1)Cc1ccccc1,-1,/,-1,/,-4,-2,-4
CCOc1ccccc1NC(=O)NCc1ccccc1,7,2,5,-3,-9,/,0
O=C(N/N=C(/c1ccccc1)c1ccncc1)c1ccc2c(c1)OCO2,-1,3,0,3,16,-3,-4
Cc1ccc(CC(=O)NCCN2CCOCC2)cc1,-3,0,4,-2,-7,0,-4
O=C(C[C@H]1CC[C@@H](NC(=O)Nc2ccc(F)cc2)[C@H](CO)O1)NCc1ccccn1,/,9,0,-1,0,-4,12
CCN(CC)S(=O)(=O)c1ccc2[nH]c(=O)[nH]c2c1,4,/,6,/,-5,2,-1
CC(=O)c1cccc(NC(=O)C2Cc3c(-c4cccc(C(N)=O)c4)ccnc3O2)c1 (stereo unspecified),-2,-4,-6,0,4,-4,/
Cc1ccc2c(CC(=O)OCc3cc(=O)n4c(n3)sc3ccccc34)coc2c1,0,/,6,/,-6,9,-17
CCC(CO)Oc1cc(NC(=O)c2ccccc2C)c2ncn(C(C)C)c2c1 (stereo unspecified),/,0,-1,/,0,-15,9&-6
CCc1ccccc1N(CC(=O)NC1CCCCC1)C(=O)CCC(=O)Nc1ccccn1,1,4,7,-6,-2,3,-10
CCCc1ccc(Oc2coc3cc(OCC(=O)Nc4ccccc4C)ccc3c2=O)cc1,0,7,/,/,/,2,/
Cc1cc(=O)n2nc(N3CCCC(C(=O)NCCCN4C(C)CCCC4C)C3)sc2n1 (stereo unspecified),-4,5,12,2,-5,1,/
Cc1ccc(OCC(=O)N2CCCCCC2)c(C)c1,2,0,24,1,10,-2,-9
O=C(c1ccc(NS(=O)(=O)c2cccc([N+](=O)[O-])c2)cc1)N1CCN(C(=O)c2ccco2)CC1,-2,0,2,0,-1,-1,-3
CSC1=N/C(=C\C=C\c2cccs2)C(=O)S1,-7,/,/,/,/,1,15
CCCCOc1ccc(C(=O)NCC(=O)OCC(=O)c2c(N)n(C)c(=O)n(C)c2=O)cc1,3,-5,0,/,-5,-1,4
O=S(=O)(c1ccc(Br)cc1)N1CCCN(Cc2cccc(F)c2)CC1,4,/,/,/,/,-9,-3
CCOC(=O)c1ccc(NC(=S)Nc2cccc(C)n2)cc1,11,/,/,/,/,8,-7

# Profiles, quoted from the list.
# CC(=O)c1cccc(NC(=O)C2Cc3c(-c4cccc(C(N)=O)c4)ccnc3O2)c1 (stereo unspecified) as listed: miR122 inh: -2; ERp5 inh: -4; C2C12 statin: -6; SIRT5 block: 0; esBAF inh: 4; Cneo AK release: -4; ARNT-TACC3 inh: /
# Cc1ccc(C)c(OCc2cc(C(=O)N3CCC(N4CCCC(O)C4)CC3)no2)c1 (stereo unspecified) as listed: miR122 inh: 8; ERp5 inh: -1; C2C12 statin: -3; SIRT5 block: -1; esBAF inh: 1; Cneo AK release: 1; ARNT-TACC3 inh: -6
# CCCCOc1ccc(C(=O)NCC(=O)OCC(=O)c2c(N)n(C)c(=O)n(C)c2=O)cc1 as listed: miR122 inh: 3; ERp5 inh: -5; C2C12 statin: 0; SIRT5 block: /; esBAF inh: -5; Cneo AK release: -1; ARNT-TACC3 inh: 4

# Some of the entries above, set out differently:
SMILES	miR122 inh	ERp5 inh	C2C12 statin	SIRT5 block	esBAF inh	Cneo AK release	ARNT-TACC3 inh
CCC(CO)Oc1cc(NC(=O)c2ccccc2C)c2ncn(C(C)C)c2c1 (stereo unspecified)	/	0	-1	/	0	-15	9&-6
CCc1ccccc1N(CC(=O)NC1CCCCC1)C(=O)CCC(=O)Nc1ccccn1	1	4	7	-6	-2	3	-10
CCCc1ccc(Oc2coc3cc(OCC(=O)Nc4ccccc4C)ccc3c2=O)cc1	0	7	/	/	/	2	/
Cc1cc(=O)n2nc(N3CCCC(C(=O)NCCCN4C(C)CCCC4C)C3)sc2n1 (stereo unspecified)	-4	5	12	2	-5	1	/

# (next part)
SMILES,miR122 inh,ERp5 inh,C2C12 statin,SIRT5 block,esBAF inh,Cneo AK release,ARNT-TACC3 inh
COc1ccc2oc(=O)c(C(=O)n3ccc(C)n3)cc2c1,1,/,-5,/,-2,1,-2
CC(=O)N(C[C@H]1N[C@H](CO)[C@@H]1c1ccc(-c2cccnc2)cc1)C1CCCC1,0&18[16.7 µM],2&3,-1&-28,0&1,-1&-5,0&-1,3&-1
CO[C@H]1CN(C)C(=O)c2ccc(NC(=O)Nc3ccccc3F)cc2OC[C@@H](C)N(CC2CC2)C[C@H]1C,/,1,-1,5,-11,1,3
Nc1cc(S(=O)(=O)c2ccc(O)c(N)c2)ccc1O,/,-8,/,16*,/,/,1
COc1ccc(-c2nc(=S)[nH][nH]2)cc1OC,/,3,/,-6,/,/,3
O=c1[nH]c2c(c(=O)[nH]1)CCC2,/,4,/,-3,/,0,-2
COc1ccccc1CCNC(=O)Cc1cccs1,-2,-7,-5,-2,0,-2,-1
COc1cc(C(=O)ON=C2C3CC4CC(C3)CC2C4)cc(OC)c1OC,-1,1,-6,-1,-35,0,-4
Cc1ccc(C(=O)NC2CCS(=O)(=O)C2)cc1S(=O)(=O)N1CCCCCC1 (stereo unspecified),/,-6,-11,2,-4,/,0
CCc1ccc(OCC(=O)Nc2ccncc2)cc1,-8,3,-11,0,3,-1,-3
CCOc1ccc(CC(=O)Nc2c(C(=O)Nc3ccccc3)oc3ccccc23)cc1OCC,-3,/,/,/,/,0,-5
Cc1[nH]ccc(=O)c1OCc1ccc(Cl)cc1,3,/,/,/,/,-1,-23
COc1ccc(-c2cc(C(=O)Nc3ccccc3O)c3ccccc3n2)cc1OC,10,-5,/,-2,/,/,-3
COc1ccc(CN(C)C[C@@H]2Oc3c(NS(=O)(=O)c4ccc(Cl)cc4)cccc3C(=O)N([C@@H](C)CO)C[C@H]2C)cc1,0[16.7 µM],-4,12,-2,1,1,-5
Cc1ncn(C23CC4CC(CC(C4)C2)C3)n1,/,-1,/,2,/,/,-12
CCCCCCSc1ccc([C@@H]2[C@H]3C(=O)N(CC)C(=O)[C@H]3[C@]3(C(=O)OC)CCCCN23)cc1,-5,1,-16,3,-3,-1,-1
CCNC(=O)COC(=O)C1C(C(=O)OCC)=C(C)NC(C)=C1C(=O)OCC,-18,/,13,/,0,-2,-7
Cc1cccc(N=Cc2ccccc2O)c1C,-11,6,6,-10,8,2,/
CC(C)NC(=O)N(C)C[C@H]1Oc2ccc(NC(=O)Nc3cccc4ccccc34)cc2C(=O)N([C@H](C)CO)C[C@H]1C,16[16.7 µM],1,41,6,-2,-9,2
CCOC(=O)C1=C(N)n2c(s/c(=C/c3ccco3)c2=O)=C(C(=O)OC)C1c1ccco1 (stereo unspecified),5,/,-15,/,-19,1,-19
O=C(Nc1ccccc1NC(=O)NC1CCCCC1)NC1CCCCC1,8,/,-221,/,15,-7,-12
COCCn1c(C)cc(C(=O)COC(=O)c2ccc3ncsc3c2)c1C,2,/,-1,/,25,-2,-1
Cc1[nH]c2ccccc2c1/C=N/NC(=O)c1cc(-c2ccccc2)n[nH]1,-5,4,/,-1,/,0,8
COc1ccc(NC(=S)NC(=O)c2cccnc2)cc1,-2,1,-81,0,15,-2,2
Cc1ccccc1-c1ccc([C@@H]2[C@@H](CO)N3CCCCN(S(=O)(=O)Cc4ccccc4)C[C@H]23)cc1,-8[16.7 µM],-1,0,3,-6,6,9
CCOC(=O)C1C(=O)OC(C)(C)C1C(C)C(=O)c1ccc(C)cc1C (stereo unspecified),/,0,/,-1,/,/,-3
CCN1CCN(CC(=O)Nc2cc(S(=O)(=O)N(CC)c3ccccc3)ccc2Cl)CC1,-7,-4,-18,-1,/,2,9
CNC(=O)c1ccsc1NC(=O)c1ccc(S(=O)(=O)N2CCCc3ccccc32)cc1,5,4,76*,4,-4,-1,0

# Compound activity: PubChem BioAssay, Broad Institute
